# Screening results as filed in PubChem BioAssay.
# PAFAH1B3 FP inh: PAFAH1B3 enzyme inhibitors, primary screen, biochemical, fluorescence polarization, human | recombinant PAFAH1B3, FP-rhodamine probe | 340,000 compounds, 0.28% hits | inhibition, % at 3.39 µM | AID 492972, 2010;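 active means inhibition above the screen-wide average of all tested compounds plus 3 SD, cut at about 25% in these data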;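 further: 0% = enzyme with DMSO only and 100% = wells lacking PAFAH1B3 protein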
# Target sequence (Q15102 whole entry, looked up): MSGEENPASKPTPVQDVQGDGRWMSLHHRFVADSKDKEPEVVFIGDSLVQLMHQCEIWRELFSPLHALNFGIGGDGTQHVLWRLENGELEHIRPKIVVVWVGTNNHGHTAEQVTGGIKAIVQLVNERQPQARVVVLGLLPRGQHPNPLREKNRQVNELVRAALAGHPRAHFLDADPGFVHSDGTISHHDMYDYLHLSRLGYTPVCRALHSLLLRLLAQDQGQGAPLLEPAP
# PAFAH2 FP inh: PAFAH2 enzyme inhibitors, primary screen, biochemical, fluorescence polarization, human; Platelet-activating factor acetylhydrolase 2, cytoplasmic (Homo sapiens), Q99487; recombinant PAFAH2, FP-rhodamine activity probe; inhibition, % at 3.39 µM; 340,000 compounds, 0.99% hits;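 active means inhibition above the mean over all tested compounds plus 3 SD, cut at about 30% in these data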;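 further: inhibitors block probe labeling of enzyme so polarization drops; 0% = enzyme with DMSO and 100% = wells lacking PAFAH2 protein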
# pPAFAH inh: pPAFAH enzyme inhibitors, primary screen, biochemical, fluorescence polarization, human; inhibition, % at 3.39 µM; 330,000 compounds, 1.5% hits; recombinant pPAFAH, FP-rhodamine probe fluorescence polarization;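 active means inhibition above the mean inhibition across the screen plus 3 SD, cut at about 25% in these data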;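 further: inhibitors block binding of the rhodamine activity-based probe so polarization drops; 0% = enzyme with DMSO and 100% = wells lacking pPAFAH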
# Target sequence (Q13093 whole entry, looked up): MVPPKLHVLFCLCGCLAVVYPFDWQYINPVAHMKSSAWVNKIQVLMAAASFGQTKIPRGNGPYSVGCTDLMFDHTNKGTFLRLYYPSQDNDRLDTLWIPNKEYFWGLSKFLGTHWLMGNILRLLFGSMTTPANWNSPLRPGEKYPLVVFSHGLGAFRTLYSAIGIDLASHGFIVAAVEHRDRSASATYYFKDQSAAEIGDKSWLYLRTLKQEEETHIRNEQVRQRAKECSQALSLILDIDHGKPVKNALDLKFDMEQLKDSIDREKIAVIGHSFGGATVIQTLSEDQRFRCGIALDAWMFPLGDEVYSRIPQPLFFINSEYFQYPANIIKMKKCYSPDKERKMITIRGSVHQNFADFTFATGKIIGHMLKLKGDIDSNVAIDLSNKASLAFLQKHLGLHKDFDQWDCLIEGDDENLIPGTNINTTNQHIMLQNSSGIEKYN
# PREPL inhibitor: PREPL enzyme inhibitors, primary screen, biochemical, fluorescence polarization. inhibition, % at 5.96 µM. recombinant PREPL, fluorescence polarization activity-based probe. Prolyl endopeptidase-like (Homo sapiens), Q4J6C6. 320,000 compounds, 0.68% hits; in the data active means inhibition above about 43%;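 further: 0% = enzyme with DMSO and 100% = wells lacking enzyme; many of its hits are not listed in these tables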
# LYPLA2 counter: LYPLA2 inhibitors, primary screen, counter-screen for PME1 inhibitor project, biochemical, fluorescence polarization, FP-Rh probe ABPP; AID 2177, 2009; Acyl-protein thioesterase 2 (Homo sapiens), O95372; inhibition, % at 5.9 µM; 320,000 compounds, 0.38% hits; recombinant LYPLA2;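 active means inhibition above the screen-wide mean plus 3 SD, limit set per campaign, cut at about 26% in these data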;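 further: 0% = LYPLA2 with DMSO and 100% = wells lacking LYPLA2 enzyme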
# GSTO1 inh: inhibitors of recombinant GSTO1, primary screen, counter-screen for RBBP9 inhibitor project, biochemical, fluorescence polarization | Glutathione S-transferase omega-1 (Homo sapiens), P78417 | activity-based probe fluorescence polarization | inhibition, % at 5.96 µM | 300,000 compounds, 1.1% hits;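 active means inhibition above the campaign mean inhibition plus 3 SD, cut at about 35% in these data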;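 further: 0% = GSTO1-1 with DMSO and 100% = wells lacking GSTO1-1 enzyme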
# Target sequence (P78417 whole entry, looked up): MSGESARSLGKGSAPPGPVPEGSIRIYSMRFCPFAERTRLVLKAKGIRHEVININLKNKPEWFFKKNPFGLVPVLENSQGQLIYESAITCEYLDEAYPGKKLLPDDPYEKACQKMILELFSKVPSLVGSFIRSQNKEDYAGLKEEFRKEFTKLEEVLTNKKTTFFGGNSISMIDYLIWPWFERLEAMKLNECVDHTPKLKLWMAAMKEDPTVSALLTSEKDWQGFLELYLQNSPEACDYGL
# PAFAH1B2 inh: PAFAH1B2 enzyme inhibitors, primary screen, biochemical, fluorescence polarization, human; Platelet-activating factor acetylhydrolase IB subunit alpha2 (Homo sapiens), P68402; recombinant PAFAH1B2, FP-rhodamine activity probe; inhibition, % at 3.39 µM; 340,000 compounds, 1.2% hits; AID 492953, 2010;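 active means inhibition above the mean of all tested compounds plus 3 SD, cut at about 24% in these data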;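 further: 0% = enzyme with DMSO and 100% = wells lacking PAFAH1B2; many of its hits are not listed in these tables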
# PAD4 FP inh: human PAD4 inhibitors, primary screen, biochemical, fluorescence polarization, 1536-well format | Protein-arginine deiminase type-4 (Homo sapiens), Q9UM07 | recombinant PAD4, RCA probe fluorescence polarization | inhibition, % at 6.36 µM | 330,000 compounds, 0.41% hits;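 active means percent inhibition above a cutoff equal to the mean of all tested compounds plus 3 SD, cut at about 15% in these data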;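 further: 0% = PAD4 with RCA probe and DMSO and 100% = probe without PAD4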
# LYPLA1 counter: LYPLA1 inhibitors, primary screen, counter-screen for PME1 inhibitor project, biochemical, fluorescence polarization, FP-Rh probe ABPP; Acyl-protein thioesterase 1 (Homo sapiens), O75608; recombinant LYPLA1; inhibition, % at 5.9 µM; 320,000 compounds, 0.16% hits;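 active means inhibition above the mean of all tested compounds plus 3 SD, set per campaign, cut at about 14% in these data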;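 further: inhibitors block serine hydrolase probe labeling of LYPLA1 so polarization falls; 0% = enzyme with DMSO and 100% = wells lacking LYPLA1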
# * marks the source's active call; other numbers are inactive results; x = no result given. This is a subset; rates above refer to the full screens.
Compound	PAFAH1B3 FP inh	PAFAH2 FP inh	pPAFAH inh	PREPL inhibitor	LYPLA2 counter	GSTO1 inh	PAFAH1B2 inh	PAD4 FP inh	LYPLA1 counter
COc1ccc(C(=O)CN2CCN(c3cc(C)nc4ccccc34)CC2)cc1	x	x	-4.7	14.2	4.3	-2.7	x	-0.2	0.0
COc1ccccc1CNC(=O)COC(=O)c1sc(C)nc1C	-0.5	36.3*	3.5	1.2	4.5	x	-1.5	4.8	2.6
CCC(C)NCCCCOc1cc(C)cc(C(C)C)c1 (centres undefined)	3.7	0.6	-2.8	8.1	3.1	2.8	3.1	0.3	1.6
CN(C)NC1CC(=O)N(c2ccccc2)C1=O (centres undefined)	6.0	-8.4	3.1	-1.4	0.2	-2.6	-0.1	0.1	-2.4
O=C(CN(Cc1ccco1)C(=O)CNS(=O)(=O)c1ccccc1)NCc1ccc(F)cc1	-3.4	3.9	12.9	-7.9	-8.2	1.0	3.4	-11.8	-5.0
Cc1noc(C)c1NC(=O)Nc1cccc2c1O[C@H](CN(C)C(=O)Nc1ccc(C(F)(F)F)cc1)[C@@H](C)CN([C@H](C)CO)C2=O	9.8	3.1	-9.4	13.7	x	x	2.1	2.4	x
O=C(Cc1ccc(Br)cc1)Nc1cccc(-c2cn3c(n2)SCC3)c1	4.2	3.2	15.4	14.8	-6.1	-3.1	8.2	-4.3	-9.1
COc1ccc(NC(=O)c2ccccc2NC(=O)CSc2ccc(C)cc2)cc1	-1.5	-5.0	2.7	7.2	1.9	7.7	-1.4	2.4	-1.9
O=C(COc1ccc2ccccc2c1)NCCNC(=O)COc1ccc2ccccc2c1	1.3	0.3	2.8	-19.5	-2.6	-7.3	8.1	-2.4	-3.1
O=C(CNC(=O)Cc1ccccc1)NCC(=O)OCC(=O)c1ccc(Cl)cc1	-4.7	2.3	3.5	2.3	-6.1	4.0	8.8	1.8	-3.1
CC(C)(C)NC(=O)COC(=O)/C=C/c1ccccc1[N+](=O)[O-]	4.7	28.5	32.1*	7.5	-0.2	-2.9	0.1	-1.8	1.2
CC(C)CN1CCC(=O)N([C@H](CO)Cc2ccccc2)CC1	-5.4	7.1	-5.3	12.5	-7.7	7.8	6.6	-5.8	-3.4
COc1ccc(NC(=O)c2cc(F)cc(F)c2)cc1S(=O)(=O)N1CCCCC1	5.9	-6.6	0.8	15.7	x	x	5.0	-2.5	x
COc1ccc(OC)c(CCNC(=O)CN2C(=O)COc3ccc(S(=O)(=O)N4CCOCC4)cc32)c1	8.7	-6.2	0.0	8.5	0.9	-5.0	1.6	-3.2	3.1
O=S(=O)(c1cnccc1N1CCN(CCO)CC1)N1CCCCC1	1.1	0.9	0.2	-4.5	-4.1	1.1	1.9	-0.6	0.1
Cc1ccc(OCC(=O)c2cc(C)n(C3CC3)c2C)c([N+](=O)[O-])n1	3.9	-2.6	-0.5	13.9	11.6	10.4	2.7	-5.7	-2.6
O=C(c1cc(-c2ccc3c(c2)OCO3)on1)N1CCCCC1	1.4	7.5	8.2	-3.2	-5.2	-3.9	4.6	-1.8	-5.4
O=c1cc(-c2ccc(O)cc2)oc2cc(O)c([C@@H]3O[C@H](CO)[C@@H](O)[C@H](O)[C@H]3O)c(O)c12	0.0	-3.0	5.7	6.4	x	x	2.1	-4.0	x
CCOc1cc2[nH]c(=S)n(CCCC(=O)NCc3ccco3)c(=O)c2cc1OCC	-4.3	-1.5	-0.9	-1.1	-3.7	5.3	-1.0	-4.4	-4.3
COc1cccc(C(=O)NC(=S)Nc2ccc(Cl)cc2C(=O)O)c1	14.9	3.2	2.0	-5.4	4.5	-4.7	5.6	2.4	2.5
O=C(CCCC(=O)c1ccc(O)cc1)c1ccc(O)cc1	6.5	-4.2	1.4	7.3	6.8	-2.5	5.6	1.7	-0.5
O=C(Cc1ccccc1)N1CCN(c2ccccc2F)CC1	6.2	1.8	4.3	3.9	1.5	1.4	-1.5	2.1	-2.6
CN(C)C(=O)c1nc2ccccc2s1	10.1	-3.5	0.8	-4.2	-2.5	-2.2	-0.3	-1.6	7.8
COc1ccc(C(=O)NC(=S)Nc2cccnc2)cc1OC	17.2	-0.5	5.4	3.3	2.5	4.5	5.5	2.0	-1.2
CC(=O)N1N=C(c2ccco2)CC1c1ccc(C)cc1 (centres undefined)	0.5	-2.2	8.0	-3.5	-0.1	3.2	-0.8	-6.0	4.5
CC(=O)c1ccc(N2CCN(C(=O)c3cc4c(s3)CCCC4)CC2)cc1	5.8	13.6	12.1	42.3	44.0*	1.7	-3.9	6.2	3.4
O=C1CCCN1CCCNS(=O)(=O)c1ccc(Br)cc1	4.8	18.1	7.9	6.9	3.3	3.0	20.2	1.1	-0.6
CC(=O)Nc1ccc(S(=O)(=O)Oc2ccccc2N2C(=O)C3C4CCC(C4)C3C2=O)cc1 (centres undefined)	7.2	-3.1	-3.9	7.9	0.0	-1.5	4.1	-1.9	-2.0
CCCCn1nc(NC(=O)c2cccs2)c2cc3ccccc3nc21	3.4	-0.3	3.0	0.1	-11.4	-12.1	3.4	0.3	-11.9
CCOc1ccc(NC(=O)CN(C)C(=O)C2=COCCO2)cc1OCC	4.2	3.2	1.8	16.9	-8.0	6.5	1.7	-0.9	-3.8
CC1CCCN(C(=O)COC(=O)/C=C/c2ccc(C(F)(F)F)cc2)C1 (centres undefined)	9.4	12.8	9.6	22.4	11.5	x	7.0	-1.7	3.1
CCN1CCc2c(sc(NC(=O)Cc3ccccc3)c2C(=O)OC)C1	4.3	-3.6	3.6	-2.6	5.3	4.1	7.5	1.0	5.1
OC1C2CN3CCN(C2)CC1(Cc1ccccc1)C3 (centres undefined)	-1.3	4.3	0.2	0.4	-3.8	1.8	0.3	-1.2	1.7
Cc1ccc(O)c(N)c1	9.5	4.9	12.1	20.4	4.0	x	-1.7	-11.0	1.4
Cc1cnc(Sc2ncccc2[N+](=O)[O-])nc1	4.3	0.1	0.7	30.4	4.0	0.7	2.8	3.2	4.1
COC(=O)c1ccccc1NC(=O)N1CCN(c2ccccc2F)CC1	10.8	5.2	4.5	6.4	0.3	-5.0	0.5	-1.4	-2.4
CC(=O)N/C(=C\c1ccccc1)C(=O)OCc1cc(C)ccc1C	-0.3	-1.1	-1.9	12.6	-2.0	4.0	2.0	-6.6	-3.7
Cc1cccn2c(=O)c3cc(C(=O)NCCc4ccccc4)c(=N)n(Cc4ccco4)c3nc12	-5.8	-7.9	13.7	36.5	-14.0	3.1	3.1	1.3	-5.5
O=C(Nc1sc2c(c1C(=O)O)CCCC2)c1cccs1	9.0	15.1	5.5	7.2	4.0	-46.6	2.3	-2.9	1.7
Cc1onc(-c2ccccc2)c1C(=O)NC(C)C1CCCO1 (centres undefined)	2.0	-3.4	0.8	-0.2	-0.3	-0.5	1.6	0.5	-1.5
C[C@H](CO)N1C[C@H](C)[C@@H](CN(C)C(=O)NC2CCCCC2)Oc2ccc(NC(=O)NC3CCCCC3)cc2C1=O	0.6	5.4	4.9	2.2	x	x	9.6	-2.6	x
O=C(Cc1c(F)cccc1Cl)OCC(=O)c1ccc[nH]1	-0.2	0.1	-3.4	5.1	x	x	7.2	3.0	x
C[C@H](N)C(=O)OCc1ccc([N+](=O)[O-])cc1	3.4	1.6	2.1	3.0	-1.4	-2.0	6.2	1.2	-1.9
COC(=O)CC(NS(=O)(=O)c1cccs1)c1ccccc1Cl (centres undefined)	1.7	4.9	5.4	-11.1	-0.3	-0.1	1.8	-0.6	-1.1
COCc1nnc(NC(=O)c2ccc(S(=O)(=O)N(C)C3CCCCC3)cc2)o1	10.0	-5.2	7.3	4.8	4.0	-4.0	7.3	1.5	-3.5
Cc1ccc(N(CC(=O)NC2CCCCC2C)S(=O)(=O)c2c(C)nn(C)c2C)cc1 (centres undefined)	12.7	3.3	11.7	-6.9	4.4	3.9	2.7	-0.7	2.2
COc1ccc(C(NC(=O)C(C)(C)C)NC(=O)C(C)(C)C)cc1	0.2	1.3	-0.4	-3.8	-2.9	-0.7	6.4	0.6	0.4
CCOC(=O)CNC(=S)N(Cc1ccco1)Cc1ccccc1Cl	1.2	6.3	8.5	-4.3	4.8	-2.6	6.1	1.2	0.3
CC1=NNC(=O)/C1=C\c1cn(-c2ccccc2)nc1-c1cccs1	9.1	-7.3	2.4	-2.4	-0.6	14.0	5.1	-2.8	-1.5
CCOc1c(N2CC(C)OC(C)C2)c(=O)c1=O (centres undefined)	1.5	0.2	-0.9	-2.8	-4.7	-2.4	7.4	4.8	-2.8

# The list continues.
Compound	PAFAH1B3 FP inh	PAFAH2 FP inh	pPAFAH inh	PREPL inhibitor	LYPLA2 counter	GSTO1 inh	PAFAH1B2 inh	PAD4 FP inh	LYPLA1 counter
O=C(/C=C/c1ccccc1[N+](=O)[O-])N1CCOCC1	0.9	-2.1	-3.1	-4.8	0.2	-0.2	3.8	-8.7	2.1
CSc1nncc(-c2ccc(F)cc2)n1	-0.1	9.9	-1.8	-9.4	2.5	3.3	2.9	-3.0	0.1
COc1ccc(NC(=S)Nc2cnc3ccccc3c2)c(OC)c1	8.3	8.2	-7.7	8.9	-6.6	-3.9	1.4	-8.1	-6.6
COC(=O)c1c(N)n(CCCN2CCOCC2)c2nc3ccccc3nc12	5.8	1.3	1.3	8.9	1.3	6.4	-0.3	-6.5	-2.4
CCCOC(=O)CCCCC1SCC(NC(=O)OC)C1NC(=O)OC (centres undefined)	4.2	-5.2	-0.2	3.2	-1.8	3.2	3.7	-0.6	-5.1
Cc1cccc(NC(=O)N2CCC(NC(=O)C3CCCCC3)CC2)c1	5.1	-3.4	7.0	0.5	-5.4	-4.3	4.8	-1.3	-1.1
O=C(Cc1ccccc1)NCC(=O)N1CCc2ccccc2C1	-2.0	13.2	-0.3	9.4	-6.0	-2.3	8.4	0.5	-1.3
CCc1nnc(N2C(=N)SCC2=O)s1	1.5	0.6	3.6	8.0	-0.8	-10.0	6.7	-4.0	-0.4
CCc1[nH]nc(C(=O)N2CCCC(CNS(=O)(=O)c3cccs3)C2)c1C (centres undefined)	-1.8	5.2	2.6	-2.7	5.4	2.4	8.3	-2.5	3.9
N/C(=N\OC(=O)c1ccc([N+](=O)[O-])cc1)c1ccc(Br)cc1	4.6	-5.9	4.4	0.2	3.4	4.2	6.8	-2.4	3.9
N#CCc1c(C#N)c(N)nc(N2CCN(S(=O)(=O)c3ccccc3)CC2)c1C#N	12.7	4.8	6.8	7.8	2.9	-2.9	4.5	2.2	-1.6
c1ccc(Oc2cccc(OCCn3cncn3)c2)cc1	3.1	0.5	4.7	-2.3	2.5	-4.5	2.9	0.1	-1.7
CC(C)(C)C(=O)Nc1cc(C(F)(F)F)ccc1N1CCOCC1	-2.3	3.2	5.4	6.8	7.5	0.2	2.3	3.3	-4.0
O=C(CN1C(=O)c2ccccc2S1(=O)=O)NCCSCc1ccccc1Cl	4.3	11.0	-5.8	-11.1	-7.7	3.9	7.3	9.5	-2.9
